# BAP1 block = human BAP1 deubiquitinase inhibition. activity remaining (% of control), % at 20 µM. AID 436. 0.48% of 72,000 active. recombinant BAP1, Ub-AMC hydrolysis fluorescence kinetic; active compounds read low;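 active = activity remaining at or below 50% of control, provided the compound also passes the data quality filters; inactive = the rest, including low values that fail the filters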;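 also: 100% = DMSO wells rate and 0% = substrate alone blank rate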
# Target sequence (Q92560 whole entry, looked up): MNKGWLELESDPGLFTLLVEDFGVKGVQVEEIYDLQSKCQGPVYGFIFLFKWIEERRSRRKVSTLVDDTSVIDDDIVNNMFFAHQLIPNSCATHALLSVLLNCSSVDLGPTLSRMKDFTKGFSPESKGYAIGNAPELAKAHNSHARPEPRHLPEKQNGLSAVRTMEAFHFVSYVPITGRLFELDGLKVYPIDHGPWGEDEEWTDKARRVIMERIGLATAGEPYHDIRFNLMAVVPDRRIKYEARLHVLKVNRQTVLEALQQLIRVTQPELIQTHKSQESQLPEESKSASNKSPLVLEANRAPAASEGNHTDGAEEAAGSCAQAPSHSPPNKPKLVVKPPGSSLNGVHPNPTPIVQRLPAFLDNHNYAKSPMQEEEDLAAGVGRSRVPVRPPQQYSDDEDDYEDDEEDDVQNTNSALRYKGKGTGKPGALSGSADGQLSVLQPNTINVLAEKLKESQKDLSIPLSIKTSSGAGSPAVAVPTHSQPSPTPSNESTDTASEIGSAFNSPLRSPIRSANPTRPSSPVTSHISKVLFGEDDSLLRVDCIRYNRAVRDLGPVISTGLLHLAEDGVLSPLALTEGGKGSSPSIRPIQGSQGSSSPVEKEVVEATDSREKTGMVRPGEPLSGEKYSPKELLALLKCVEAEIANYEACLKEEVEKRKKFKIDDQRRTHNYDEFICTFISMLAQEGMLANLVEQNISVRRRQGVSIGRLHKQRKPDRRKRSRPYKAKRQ
# HePTP inhibitor = human HePTP phosphatase inhibition. P35236. recombinant HePTP phosphatase activity, OD absorbance. inhibition, % at 20 µM. 0.64% of 110,000 active. AID 521; in the data active = inhibition above about 50%;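 also: plate controls were vehicle for no effect and reference inhibitor for full effect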
# Target sequence (P35236 whole entry, looked up): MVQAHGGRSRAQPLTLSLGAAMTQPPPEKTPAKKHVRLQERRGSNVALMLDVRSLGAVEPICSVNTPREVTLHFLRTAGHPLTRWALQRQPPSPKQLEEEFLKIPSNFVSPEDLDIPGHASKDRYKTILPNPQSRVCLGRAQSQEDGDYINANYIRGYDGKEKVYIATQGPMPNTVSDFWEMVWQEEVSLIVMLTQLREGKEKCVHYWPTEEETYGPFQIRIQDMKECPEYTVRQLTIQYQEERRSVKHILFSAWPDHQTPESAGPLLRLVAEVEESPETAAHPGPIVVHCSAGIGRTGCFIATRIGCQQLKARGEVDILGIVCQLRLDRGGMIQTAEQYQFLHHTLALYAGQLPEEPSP
# An asterisk follows results filed as active; · = not tested or not shown; & = joins results of further samples.
SMILES,BAP1 block,HePTP inhibitor
O=S(=O)(CCCc1ccccc1)c1ncn[nH]1,134,5
CCC1=C/C(=C\c2ccc3c(c2)OCO3)C(=O)S1,61,-4
COc1ccc2cc(CN(CC3COCCO3)S(=O)(=O)c3ccccc3)c(=O)[nH]c2c1 (stereo not drawn),123,0
CN(C(=O)C12CC3CC(CC(C3)C1)C2)C1CCS(=O)(=O)C1 (stereo not drawn),92,3&-13
O=C1CC(N(Cc2ccco2)C(=S)NCCc2ccccc2)C(=O)N1c1ccc(F)cc1 (stereo not drawn),·,-5
Cc1ccc(N(CCCCN2C(=O)c3ccccc3C2=O)C(=O)c2cccc(Cl)c2)cc1,90,·
CC(C)Cc1ccc(/C(CCCC(=O)O)=N\O)s1,·,3
Cc1cc([N+](=O)[O-])ccc1NC(=O)c1cc2ccccc2o1,·,-8
CC1(C)Cc2ccccc2-c2nnc(SCc3ccc(C#N)cc3)n21,108,6
FC(F)(F)c1ccc(C2Nc3cccc4cccc(c34)N2)cc1,·,0
CC(=O)/C(C(=N)N1CCN(C(c2ccccc2)c2ccccc2)CC1)=C(\C)O,92,3
Cc1cc(OCC(=O)NCc2ccc3c(c2)OCO3)cc(C)c1Cl,·,6
CCOc1ccc(N=CC2=C(O)CC(C)(C)CC2=O)cc1,75,-9
CN(CC(CC(=O)Nc1nncs1)c1ccccc1)S(=O)(=O)c1ccccc1 (stereo not drawn),97,4
O=C(CN(Cc1ccccc1)S(=O)(=O)c1ccc(Cl)cc1)Nc1ccccc1,·,-2
CC(N=C(NS(=O)(=O)c1ccc(Cl)cc1)c1ccccc1)C(=O)O (stereo not drawn),·,-2
CC(C)=CC(=O)OCC(=O)Nc1nc(C)c(Cl)cc1Cl,110,2
C/C(=N\NC(=O)COc1ccc(Cl)cc1[N+](=O)[O-])c1cccs1,·,13
COc1ccc(C(=O)Nc2ccc3c(c2)OCO3)cc1OC,97,4
COCCNC(=O)CCCCCNS(=O)(=O)c1ccc(C)cc1,93,6
Cc1ccccc1C(=O)NN1C(=O)/C(=C\c2ccncc2)SC1=S,·,-15
CC1CCN(C(=O)CSc2nc3ccccc3[nH]2)CC1,97,2&-12
CCOC(=O)c1ccc(NCc2ccc(N(C)C)cc2)cc1,85,0
NCC1OC(O[C@@H]2[C@H](O)C(OC3C(O)C(N)CC(N)C3OC3OC(CO)C(O)C(O)C3N)O[C@@H]2CO)C(N)C(O)C1O (stereo partly drawn),88,·
c1ccc(-c2nc(CSc3nnnn3-c3ccccc3)cs2)cc1,·,-6
COc1ccccc1NC(=O)C1CCCN(S(=O)(=O)c2cccc3nsnc23)C1 (stereo not drawn),92,-3
COC(=O)C12CC3CC(C1)CC(c1ccc([N+](=O)[O-])cc1)(C3)C2,·,-9
O=C(Nc1ccccc1C(=O)N=Nc1c(O)[nH]c2ccc([N+](=O)[O-])cc12)c1ccccc1,·,-2
C=CCN1C(=O)/C(=C\c2ccccc2Cl)SC1=S,·,7
COc1ccc(OC)c(C(=O)c2coc3ccc(OC)cc23)c1,90,-7
CC(C)(C)OC(=O)NC(Cc1ccccc1)C(=O)O (stereo not drawn),·,-18
CS(=O)(=O)N(Cc1ccc(C(=O)Nc2ccc(Oc3ccccc3)cc2)cc1)c1ccccc1,·,5
COc1ccc(C2=NN(C(=O)CCC(=O)O)C(c3ccc(OC)c(OC)c3)C2)cc1 (stereo not drawn),·,14
COc1ccc(C(=O)NC(NC(=S)Nc2sc3c(c2C(N)=O)CCCC3)C(Cl)(Cl)Cl)cc1 (stereo not drawn),·,9
CCC(=O)N1CCc2cc(S(=O)(=O)NC(CC(C)C)C(=O)N3CCc4ccccc43)ccc21 (stereo not drawn),110,2
O=C(COc1ccccc1)Nc1ccc(-c2nnc(-c3ccco3)o2)cc1,·,-13
CCOC(=O)c1c(C)n(C)c2ccc(O)c(S(=O)(=O)c3ccccc3)c12,117,-9
CCCN1C2CCCC1CC(NC(=O)NC1CCCCC1)C2 (stereo not drawn),101,6
O=C1N/C(=N/N=C/c2cccs2)SC1Cc1ccc(Cl)cc1Cl (stereo not drawn),·,6
Cc1ccc(-c2nnc(N(C)C(=O)c3ccncc3)s2)cn1,99,8
CN(C(=O)COc1cc(=O)n(C)c2ccccc12)c1ccc(Cl)cc1,87,1
COc1ccc(NS(=O)(=O)c2cccs2)cc1OC,·,-3
Cc1ccnc(N2CCCC(C(=O)Nc3nnc(C)s3)C2)n1 (stereo not drawn),92,7
Cc1cc(C(=O)CSc2nc3ccccc3n2CCC#N)c(C)n1Cc1cccs1,64,4
COc1cc2c(cc1OC)CN(C(=O)c1cc(S(=O)(=O)N3CCOCC3)ccc1Cl)CC2,96,4
Cn1c(=O)[nH]c(=O)c2c1nc(CN1CCOCC1)n2Cc1ccc(F)cc1,92,7
CC(=O)c1c(N2CCCCC2)nc(=S)n(Cc2ccccc2)c1C,·,-2
CC1=C(C(=O)OC2CCCC2)C(c2ccc(-c3ccccc3)cc2)C2=C(CCCC2=O)N1 (stereo not drawn),·,9
COc1ccc(S(=O)(=O)N(CC(N)=O)C2CCCCC2)cc1Cl,122,9
COc1ccc(NC(=O)CC2SC(=NCc3ccccc3OC)NC2=O)cc1 (stereo not drawn),164,0
CC(=O)c1c(N2CCCCC2)nc(=S)n(-c2ccccc2)c1C,97,0&2
O=C(CC12CC3CC(C1)CC(CC(=O)N1CCCC1)(C3)C2)N1CCCC1,96,14
O=C(NCc1ccc(F)cc1)c1ccccc1Br,·,10
CCn1c(=O)cc(OCC(=O)N(C)C2CCCCC2)c2ccccc21,97,-8
COc1cc(NS(=O)(=O)c2ccc(Cl)cc2)cc(OC)c1,·,2
COc1ccc(/C=C2\CCc3cc(OC)ccc3C2=O)cc1,·,4
CCC(=O)c1cc(F)c(N2CCN(S(=O)(=O)c3ccc(C)cc3)CC2)cc1C,60,3
CCc1ccccc1NC(=O)C1COc2ccccc2O1 (stereo not drawn),·,5
CC(C)c1ccc(N2C(=O)NC(=O)/C(=C/c3ccc(O)c(O)c3)C2=O)cc1,·,-11
Brc1ccccc1-c1nc2ccccc2[nH]1,·,-2
# (continued)
SMILES,BAP1 block,HePTP inhibitor
O=c1oc2c(CN3CCOCC3)c(O)ccc2cc1-c1nc2ccccc2s1,·,10
COc1ccc(S(=O)(=O)Nc2ccc3ccccc3c2)cc1,·,-1
CSc1nnc2n(-c3ccc(C)cc3)c(=O)c3c4c(sc3n12)COC(C(C)C)C4 (stereo not drawn),103,-4
CC(C)NC(=O)CCNC(=O)c1ccc(F)cc1,107,4
Cc1ccc(N(Cc2c(O)ccc3ccccc23)C(=O)c2cccc([N+](=O)[O-])c2)cc1,·,-12
O=C(NCC1CCCO1)c1cccs1 (stereo not drawn),105,8&4
Nc1nc2ccc(N3CCOCC3)cc2s1,109,-5
CC(C)CC(=O)Nc1nc(-c2ccc3ccccc3c2)cs1,·,-9
CC(=O)C1=C(O)C(=O)N(Cc2cccnc2)C1c1ccccc1 (stereo not drawn),100,3
O=C(Nc1ccc(N2CCOCC2)cc1)c1ccc([N+](=O)[O-])cc1,·,-15
COc1ccc(Nc2nc(N)nc(CN3CCN(c4ccccn4)CC3)n2)cc1,97,3
COc1ccccc1CN1CCN(Cc2c[nH]c3ccccc23)CC1,·,-8
O=C(NC1CCCCCCC1)c1c(O)c2ccccc2[nH]c1=O,105,8
COc1ccc(OC)c(-c2cc(C(=O)NCc3ccco3)no2)c1,106,6
O=c1c2cn[nH]c2[nH]c(=S)n1-c1ccccc1F,121,7
CCCCC/C=C\CC(O)/C=C/c1cccc(CC(O)CCCCO)n1 (stereo not drawn),108,·
CCOC(=O)CSC(C)C(=O)Nc1nnc(C(C)C)s1 (stereo not drawn),99,13
COc1ccc(C2(CC(=O)Nc3ccc(Br)cc3)C(=O)c3ccccc3C2=O)cc1,·,4
COc1ccc(C(=O)O/N=C(\c2ccncc2)c2ccc([N+](=O)[O-])cc2)cc1OC,·,-16
Cc1cc(OCc2nn[nH]n2)c2c(C)c(CC(=O)O)c(=O)oc2c1,65,7
COc1ccc(OCC(=O)Nc2ccc(S(=O)(=O)N3CCCCC3)cc2)cc1,·,11
COc1ccc(CNC(=O)Cn2cc3c(n2)CCCCC3)cc1,106,8
Cc1cc(=O)n(CCc2ccccc2)c(O)c1C#N,92,·
O=C1N=c2ccccc2=C1c1sc(=O)n(-c2cccc(O)c2)c1O,·,-18
Cc1cc(C)nc(NS(=O)(=O)c2ccc(NC(=O)Cn3c(=O)oc4ccccc43)cc2)n1,86,6
CN1C=CC=C/C1=C1\SC(=S)N(C2CCCCC2)C1=O,·,-2
O=C(O)CCCC(=O)Nc1ccccc1-n1ccnc1,104,-6
O=P(c1ccccc1)(c1ccccc1)c1ccccc1O,·,11
CC1=CC(=C2N=C(c3ccccc3)OC2=O)C=C(C)O1,94,2
CCOC(=O)COc1ccc(/C=N\n2cnnc2)cc1OC,·,6
COc1ccc(CNC(=O)CSc2nnnn2-c2ccc(O)cc2)cc1,·,4
O=c1c([N+](=O)[O-])c(N2CCN(c3ccccn3)CC2)c2ccccc2n1-c1ccccc1,·,9
COc1ccc(OC)c(NC(=O)Cn2c(-c3ccc(Cl)cc3)noc2=O)c1,108,3
O=C(O)CCC(=O)Nc1sc2c(c1C(=O)Nc1cccc3ccccc13)CCCC2,·,-22
CC1CCN(c2ccc([N+](=O)[O-])c(SCCO)c2)CC1,·,-11
Cc1cc(-c2ccccc2)nc2cc(C(=O)N3CCCc4ccccc43)nn12,·,6
O=C(Nc1nc(-c2nc3ccccc3s2)cs1)C1COc2ccccc2O1 (stereo not drawn),53,9
Cc1c(NC(=O)c2ccc(CSc3ccc(Cl)cc3)cc2)c(=O)n(-c2ccccc2)n1C,·,-3
Oc1ccccc1OCc1nc2ccccc2s1,88,-7
CCCSc1nnc(CN2CCOCC2)n1C,145,1

# A draw from above in order of molecular weight, rising:
SMILES,BAP1 block,HePTP inhibitor
Cc1cc(=O)n(CCc2ccccc2)c(O)c1C#N,92,·
O=P(c1ccccc1)(c1ccccc1)c1ccccc1O,·,11
CN1C=CC=C/C1=C1\SC(=S)N(C2CCCCC2)C1=O,·,-2
COc1ccc(CNC(=O)Cn2cc3c(n2)CCCCC3)cc1,106,8
Cc1c(NC(=O)c2ccc(CSc3ccc(Cl)cc3)cc2)c(=O)n(-c2ccccc2)n1C,·,-3

# 2 entries from above, reformatted:
BAP1 block | HePTP inhibitor | mol
· | 10 | O=C(NCc1ccc(F)cc1)c1ccccc1Br
97 | -8 | CCn1c(=O)cc(OCC(=O)N(C)C2CCCCC2)c2ccccc21

# The list goes on:
SMILES,BAP1 block,HePTP inhibitor
COc1ccc(OC)c(S(=O)(=O)n2cnc3cc(C)c(C)cc32)c1,98,7&7
CCCOC(=O)c1ccc(NC(=O)c2ccccc2OC)cc1,62,·
CCOC(=O)N1CCN(C(=O)Cn2c(C)cc3ccccc3c2=O)CC1,77,11
CC(C)(C)c1ccc(S(=O)(=O)N/N=C/c2cc(Br)ccc2O)cc1,·,-13
CCc1ccc(NC(=O)CSc2nnc(Cc3cccn3C)n2-c2ccc(F)cc2)cc1,90,0
O=C(c1ccccc1-c1nc(-c2ccc(Cl)cc2)no1)N1CCCC1,129,7
Nc1ccc(Nc2ccccc2N)cc1,84&118,·
Cc1cc(-c2csc(NC(=O)c3cc4ccccc4o3)n2)c(C)n1C,·,-4
CCC(Oc1ccccc1)C(=O)Nc1c(F)c(F)c(F)c(F)c1F (stereo not drawn),·,4
Cc1ccn2c(NC3CCCCC3)c(C)nc2c1,102,10
CCN(CC)c1nc(C#N)cc(-c2ccc(OC)cc2)n1,·,5
CCCn1c(C)cc(=O)c2cc(NC(=O)c3ccccn3)ccc21,106,-3
O=C(CN1C(=O)c2ccccc2C1=O)Nc1ccccc1Br,76,10
O=C(Nc1cccc2c1C(=O)NC2=O)c1ccc(S(=O)(=O)N2CCCC2)cc1,105,13
Cc1cc(Nc2ccc3ccccc3c2)n2ncnc2n1,94,1
Cc1ccc(Cn2c(-n3nc(C)cc3C)nc3c2c(=O)[nH]c(=O)n3C)cc1,93,-2
CC(=O)C1=C(O)C(=O)N(CCCC(=O)O)C1c1ccc(I)cc1 (stereo not drawn),·,-1
O=C1c2ccccc2-c2onc3c(N4CCN(c5ccccc5)CC4)ccc1c23,·,-4
O=C(CCN1C(=O)/C(=C/c2ccc(F)cc2)SC1=S)Nc1ccc(F)c(Cl)c1,·,-1
O=C(CCC(NC(=O)OCc1ccccc1)C(=O)OCc1ccccc1)NCC(=O)OCc1ccccc1 (stereo not drawn),·,8

# An excerpt of these results, with two lines to a compound:
# Each structure is followed by: BAP1 block, HePTP inhibitor
Cc1ccc(N(Cc2c(O)ccc3ccccc23)C(=O)c2cccc([N+](=O)[O-])c2)cc1
  ·, -12
O=C(NCC1CCCO1)c1cccs1 (stereo not drawn)
  105, 8&4

# Ordered by value in HePTP inhibitor (ascending): 6 from the list above.
SMILES,BAP1 block,HePTP inhibitor
Cc1cc(-c2csc(NC(=O)c3cc4ccccc4o3)n2)c(C)n1C,·,-4
Cc1ccc(Cn2c(-n3nc(C)cc3C)nc3c2c(=O)[nH]c(=O)n3C)cc1,93,-2
CCC(Oc1ccccc1)C(=O)Nc1c(F)c(F)c(F)c(F)c1F (stereo not drawn),·,4
O=C(c1ccccc1-c1nc(-c2ccc(Cl)cc2)no1)N1CCCC1,129,7
O=C(CN1C(=O)c2ccccc2C1=O)Nc1ccccc1Br,76,10
O=C(Nc1cccc2c1C(=O)NC2=O)c1ccc(S(=O)(=O)N2CCCC2)cc1,105,13

# The listing continues.
SMILES,BAP1 block,HePTP inhibitor
CCN1C(=O)CC(C(=O)NC)SC1=Nc1cc(Cl)c(O)c(Cl)c1 (stereo not drawn),95,-9
C=C1C2(C(=O)Nc3nccs3)CCC(C2)C1(C)C (stereo not drawn),87,7
CCOC(=O)c1sc2ncn(C(C)C(=O)OC)c(=O)c2c1C (stereo not drawn),92,3
O=C(Cn1cc(/C=C2/C(=O)NC(=S)N(c3ccccc3)C2=O)c2ccccc21)Nc1ccccc1,·,9
COc1ccccc1N1CCN(/N=C\c2ccncc2)CC1,·,-5
O=C(O)c1ccccc1C(=O)Nc1cc([N+](=O)[O-])ccc1F,70,·
CC(=O)NCCc1c(C)n(Cc2ccccc2)c2ccccc12,·,-12

# Bioassay records (PubChem)
